Assay outcomes from PubChem.
Pin1 inhibitor = qHTS Assay to Find Inhibitors of Pin1; hit rate 0.009% among 390,000; Pin1 FP peptide displacement, HiFluor488, 10 min; Peptidyl-prolyl cis-trans isomerase NIMA-interacting 1 (Homo sapiens), Q13526; AID 504891, 2011; Potency, µM (highest dose often 115 µM), without a hit: at the highest dose activity, negative = inhibition, actives largely listed as inhibitors; active means well fitted inhibition curve with a large enough effect in the polarisation, with a control signal flat, not every such curve was filed as active; inconclusive means small, poorly fitted or top-dose-only effect, or effect the other way, or a change in a side signal; inactive means no such curve, though single readings can be large or run the other way; the % refers to the polarisation; further: on the % scale 0 is the no-effect control and ±100 the full control effect
Target sequence (Q13526 whole entry, looked up): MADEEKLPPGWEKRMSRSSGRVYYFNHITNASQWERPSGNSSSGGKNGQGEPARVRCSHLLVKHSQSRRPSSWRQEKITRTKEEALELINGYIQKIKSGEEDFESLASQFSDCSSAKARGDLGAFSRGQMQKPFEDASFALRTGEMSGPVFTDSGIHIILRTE
Pol iota inh = qHTS for Inhibitors of Polymerase Iota; Potency, µM (series often up to 115 µM), for the others: top-dose activity, negative = inhibition, actives largely listed as inhibitors; AID 588590, 2011; hit rate 1% among 390,000; Pol iota fluorescent replication assay, 10 min; DNA polymerase iota (Homo sapiens), Q9UNA4
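Fluorescent replication assay read twice, at 0 min and 10 min after adding 50 nM (final) substrate. Enzyme (10 nM) and compounds were first incubated 15 min at room temperature; enzyme-free buffer wells were negative controls.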
JMJD2A Tudor = qHTS Assay for Inhibitors of JMJD2A-Tudor Domain. Lysine-specific demethylase 4A (Homo sapiens), O75164. AID 504339, 2011. hit rate 4.4% among 390,000. Potency, µM (series often up to 114 µM), without a hit: at the highest dose activity change, negative = inhibition, actives largely listed as inhibitors. AlphaScreen JMJD2A-Tudor / H3K4me3 peptide binding; further: on the % scale 0 is the no-effect control and ±100 the full control effect; nearly all actives have a fitted effect of over 50% in size
GLS inhibitor = qHTS for Inhibitors of Glutaminase (GLS); Glutaminase kidney isoform, mitochondrial (Homo sapiens), O94925; GLS enzymatic activity, qHTS titration; Potency, µM (doses to about 45.5 µM), for the others: at the top dose activity change, negative = inhibition, actives largely listed as inhibitors; hit rate 0.21% among 410,000; AID 624170, 2012; further: on the % scale 0 is the no-effect control and ±100 the full control effect
Target sequence (O94925 whole entry, looked up, canonical isoform): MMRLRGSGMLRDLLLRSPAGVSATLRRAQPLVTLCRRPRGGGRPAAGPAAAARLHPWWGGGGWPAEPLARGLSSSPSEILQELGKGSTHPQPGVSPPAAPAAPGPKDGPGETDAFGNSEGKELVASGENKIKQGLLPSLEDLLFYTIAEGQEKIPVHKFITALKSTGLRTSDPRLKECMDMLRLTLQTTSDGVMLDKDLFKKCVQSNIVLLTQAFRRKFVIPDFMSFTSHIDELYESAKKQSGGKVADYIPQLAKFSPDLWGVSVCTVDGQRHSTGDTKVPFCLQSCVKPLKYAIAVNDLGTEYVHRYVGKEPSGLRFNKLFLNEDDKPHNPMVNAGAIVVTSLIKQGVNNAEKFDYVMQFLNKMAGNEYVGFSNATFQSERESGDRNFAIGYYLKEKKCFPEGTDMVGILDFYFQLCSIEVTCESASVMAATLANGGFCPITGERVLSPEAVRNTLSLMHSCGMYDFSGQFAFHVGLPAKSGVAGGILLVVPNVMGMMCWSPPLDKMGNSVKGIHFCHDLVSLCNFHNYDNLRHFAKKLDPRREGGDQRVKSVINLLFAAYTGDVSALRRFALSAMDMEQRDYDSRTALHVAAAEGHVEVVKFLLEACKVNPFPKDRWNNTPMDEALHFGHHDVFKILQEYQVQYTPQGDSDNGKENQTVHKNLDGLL
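hKGA; 45 mM KH2PO4 pH 8.2 + 0.02% Tween-20; cpd via pin tool; 1 mM Gln soln; GluOx/HRP/Amplex Red; RT 30 min; fluor. t0 & final.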
BLM inh = qHTS Assay for Inhibitors of Bloom's syndrome helicase (BLM). hit rate 0.2% among 350,000. recombinant BLM DNA unwinding, fluorescence dequenching. Potency, µM (highest dose often 56.1 µM), for the others: top-dose activity change, negative = inhibition, actives largely listed as inhibitors. RecQ-like DNA helicase BLM (Homo sapiens), P54132;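 further: plate controls were vehicle for no effect and no enzyme for full effect; nearly all actives have a fitted effect of over 35% in size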
PGK inhibitor = qHTS Assay to Find Inhibitors of Phosphoglycerate Kinase; Phosphoglycerate kinase, glycosomal (Trypanosoma brucei brucei), P07378; PGK/GAPDH coupled, Kinase-Glo luminescence, 60 min; Potency, µM (series often up to 57.5 µM), for the others: at the highest dose activity change, negative = inhibition, usual class: inhibitors; hit rate 0.043% among 380,000; further: on the % scale 0 is the no-effect control and ±100 the full control effect; nearly all actives have a fitted effect of over 60% in size
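Recombinant glycosomal PGK reaction used 1,3-bisphosphoglycerate generated in-well by GAPDH (100nM final) in 100mM TEA pH 7.6, 5mM MgCl2, 0.01% Tween-20. After 60 minutes at room temperature, ATP was read by Kinase-Glo Plus luminescence end-point.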
BAZ2B inh = qHTS Assay for Inhibitors of BAZ2B; Bromodomain adjacent to zinc finger domain protein 2B (Homo sapiens), Q9UIF8; AlphaScreen BAZ2B-H3K14Ac peptide displacement; Potency, µM (top dose mostly 114 µM), inactives show at the top dose activity change, negative = inhibition, usual class: inhibitors; hit rate 4.4% among 360,000; further: on the % scale 0 is the no-effect control and ±100 the full control effect; nearly all actives have a fitted effect of over 60% in size
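In this displacement format the biotinylated H3(5-23) peptide acetylated at Lys14 serves as ligand at 50 nM, with BAZ2B at 50 nM in PBS pH 7.4 containing 0.01% Tween-20. Donor and acceptor beads are 10 ug/mL final.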
G9a block = qHTS Assay for Inhibitors of Histone Lysine Methyltransferase G9a | Histone-lysine N-methyltransferase EHMT2 (Homo sapiens), Q96KQ7 | G9a H3K9 monomethylation, AlphaScreen, 2 h | Potency, µM (series often up to 102 µM), inactives show at the highest dose activity, negative = inhibition, most hits filed as inhibitors | hit rate 8.8% among 350,000 | AID 504332, 2011; further: on the % scale 0 is the no-effect control and ±100 the full control effect; nearly all actives have a fitted effect of over 75% in size
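AlphaScreen read-out: biotin-H3K9 peptide (500 nM) methylation by 20 nM enzyme with 20 uM SAM, 2 h at room temperature after 15 min compound preincubation; anti-monomethyl H3K9 antibody plus donor/acceptor beads, 10 min dark.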
HP1b chromo inh = HTS for Inhibitors of HP1-beta Chromodomain Interactions with Methylated Histone Tails; AlphaScreen HP1-beta / biotin-H3K9me3 peptide binding; Potency, µM (doses to about 114 µM), for the others: at the highest dose activity change, negative = inhibition, actives largely listed as inhibitors; hit rate 0.56% among 390,000; further: nearly all actives have a fitted effect of over 70% in size; inactives centre near 23
Target sequence (P83916 whole entry, looked up): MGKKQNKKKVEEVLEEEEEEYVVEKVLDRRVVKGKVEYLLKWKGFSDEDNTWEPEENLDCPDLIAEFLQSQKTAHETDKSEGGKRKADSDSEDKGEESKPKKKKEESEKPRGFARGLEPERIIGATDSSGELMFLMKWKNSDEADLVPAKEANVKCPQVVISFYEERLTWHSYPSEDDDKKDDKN
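Compound inhibition of the preformed complex between 50 nM HP1-beta and 50 nM biotinylated H3K9me3 peptide was read by AlphaScreen. Buffer was PBS pH 7.4 with 0.01% Tween-20. Incubations ran 30 min at room temperature, with 10 ug/mL donor/acceptor beads.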
The depositor's hits bear a star; [ ] = remark or other dose. Unless noted, the call rests on the fitted dose curve; in most records, active means well fitted curve in the direction sought with a large enough effect; inconclusive means small, poorly fitted or top-dose-only effect, or another doubt; inactive means no such curve, though single readings can be large; an effect the other way counts as inactive or inconclusive. Potency means the concentration at half of the fitted maximal effect.

Results for Cc1c(NC(=O)C(C)N(c2ccccc2)S(C)(=O)=O)c(=O)n(-c2ccccc2)n1C (stereo not given) ?
Pin1 inhibitor: -7%; Pol iota inh: 107%[activator]; JMJD2A Tudor: -7%; GLS inhibitor: 5%; BLM inh: -1%; PGK inhibitor: -6%; BAZ2B inh: -29%; G9a block: -3%; HP1b chromo inh: 10%

What do the screens show for `O=[N+]([O-])c1ccc(Cl)c(/C=N/N2CCN(Cc3ccc(Cl)cc3)CC2)c1`?
Pin1 inhibitor: inconclusive; Pol iota inh: 18%; JMJD2A Tudor: 23%; BLM inh: -7%; PGK inhibitor: 3%; BAZ2B inh: 22µM*; G9a block: 10µM*; HP1b chromo inh: 23%

Results for CCCNC(=O)c1ccccc1C(=O)NC1(C(=O)NCCC)CCCC1 ?
Pin1 inhibitor: -1%; Pol iota inh: -9%; JMJD2A Tudor: -3%; GLS inhibitor: -1%; BLM inh: -1%; PGK inhibitor: -4%; BAZ2B inh: 2%; G9a block: 53%[activator][0.501 µM]; HP1b chromo inh: 33%

Results for COc1ccc2c3n([n+]([O-])c2c1)CCN=C3c1ccc(Cl)cc1 ?
Pin1 inhibitor: 9%; Pol iota inh: -3%; JMJD2A Tudor: inconclusive; GLS inhibitor: 5%; PGK inhibitor: inactive; BAZ2B inh: -28%; G9a block: 5%[2.33 µM]; HP1b chromo inh: 19%

What do the screens show for `CC(=O)NC1=NC(=O)/C(=C/c2cc(C)n(-c3cccc(C(=O)O)c3)c2C)S1`?
Pin1 inhibitor: inconclusive; Pol iota inh: 14µM*; JMJD2A Tudor: inconclusive; GLS inhibitor: -14%; BLM inh: -4%; PGK inhibitor: inconclusive; BAZ2B inh: 16µM*; G9a block: 20µM*; HP1b chromo inh: inconclusive

How did Cc1onc(-c2c(F)cccc2Cl)c1C(=O)NCc1ccccc1 do in these assays?
Pin1 inhibitor: -2%; Pol iota inh: 19%; JMJD2A Tudor: -9%; GLS inhibitor: -2%; BLM inh: -2%; PGK inhibitor: -6%; BAZ2B inh: -7%; G9a block: 20%; HP1b chromo inh: 19%

How did COC(=O)c1c(NC(=O)COC(=O)Cn2cnc3ccccc32)sc2c1CCCC2 do in these assays?
Pin1 inhibitor: 13%; Pol iota inh: 26%; JMJD2A Tudor: -23%; GLS inhibitor: -1%; BLM inh: 8%; PGK inhibitor: -4%; BAZ2B inh: inconclusive; G9a block: 6%[59 µM]; HP1b chromo inh: 8%

What do the screens show for `CCOC(=O)c1cc(-c2ccccc2)sc1NC(=O)CC(C)C`?
Pin1 inhibitor: -12%; Pol iota inh: 3%; JMJD2A Tudor: 75%[activator]; GLS inhibitor: 6%; BLM inh: -6%; PGK inhibitor: 2%; BAZ2B inh: 60%[activator]; G9a block: 53%[activator][59 µM]; HP1b chromo inh: 106%[activator]

How did Cc1ccc2nc(-c3ccc(NS(=O)(=O)c4c(C)n(C)c(=O)n(C)c4=O)cc3)sc2c1 do in these assays?
Pin1 inhibitor: 26%; Pol iota inh: -8%; JMJD2A Tudor: -26%; GLS inhibitor: 2%; BLM inh: 2%; PGK inhibitor: 5%; BAZ2B inh: -1%; HP1b chromo inh: 32%

What do the screens show for `COc1cc2c(cc1OC)C(C(=O)NC1CC1)C1c3ccccc3CCN1C2=O` (stereo not given)?
Pin1 inhibitor: -4%; Pol iota inh: -5%; JMJD2A Tudor: -10%; GLS inhibitor: -19%; PGK inhibitor: -2%; HP1b chromo inh: 38%[activator]

What do the screens show for `COc1cccc2cc(C(=O)N3CCN(c4ccccn4)CC3)c(=O)oc12`?
Pin1 inhibitor: inconclusive; Pol iota inh: -13%; JMJD2A Tudor: 23%[11.4 µM]; GLS inhibitor: -3%; BLM inh: 2%; PGK inhibitor: inactive; BAZ2B inh: 11%; G9a block: 33%[12.7 µM]; HP1b chromo inh: -3%

What do the screens show for `O=C(CCNS(=O)(=O)c1ccccc1)NCC1CCCCC1`?
Pin1 inhibitor: 3%; Pol iota inh: -6%; JMJD2A Tudor: -6%; GLS inhibitor: 2%; PGK inhibitor: -2%; BAZ2B inh: 6%; G9a block: inconclusive; HP1b chromo inh: 27%

As a working copy, some entries already given:
Results for Cc1c(NC(=O)C(C)N(c2ccccc2)S(C)(=O)=O)c(=O)n(-c2ccccc2)n1C (stereo not given) ?
Pin1 inhibitor: -7%; Pol iota inh: 107%[activator]; JMJD2A Tudor: -7%; GLS inhibitor: 5%; BLM inh: -1%; PGK inhibitor: -6%; BAZ2B inh: -29%; G9a block: -3%; HP1b chromo inh: 10%

What do the screens show for `O=[N+]([O-])c1ccc(Cl)c(/C=N/N2CCN(Cc3ccc(Cl)cc3)CC2)c1`?
Pin1 inhibitor: inconclusive; Pol iota inh: 18%; JMJD2A Tudor: 23%; BLM inh: -7%; PGK inhibitor: 3%; BAZ2B inh: 22µM*; G9a block: 10µM*; HP1b chromo inh: 23%

The list continues.
How did CC(C)Oc1cccc(C(=O)C2CCCN(S(C)(=O)=O)C2)c1 (stereo not given) do in these assays?
Pin1 inhibitor: -4%; Pol iota inh: 104%[activator]; JMJD2A Tudor: 5%; GLS inhibitor: 0%; BLM inh: 0%; PGK inhibitor: -8%; BAZ2B inh: -4%; HP1b chromo inh: 41%[activator]

Results for O=C(COc1ccc(/C=N/NC(=O)C(=O)N2CCCCC2)cc1)Nc1ccccc1Cl ?
Pin1 inhibitor: -1%; Pol iota inh: -18%; JMJD2A Tudor: -17%; GLS inhibitor: 2%; BLM inh: -5%; PGK inhibitor: 6%; BAZ2B inh: -14%; G9a block: -1%[59 µM]; HP1b chromo inh: 28%

What do the screens show for `COc1cc2c(cc1NC(=O)Nc1ccccc1)oc1ccccc12`?
Pin1 inhibitor: -4%; Pol iota inh: -5%; JMJD2A Tudor: -15%; GLS inhibitor: 4%; BLM inh: -9%; PGK inhibitor: -1%; BAZ2B inh: inconclusive; G9a block: 10%[0.501 µM]; HP1b chromo inh: 9%

What do the screens show for `COCCN(C(=O)C1=COCCO1)c1c(N)n(CC(C)C)c(=O)[nH]c1=O`?
Pin1 inhibitor: 4%; Pol iota inh: 14%; JMJD2A Tudor: -10%; GLS inhibitor: 1%; PGK inhibitor: -4%; BAZ2B inh: -2%; G9a block: 15%[12.7 µM]; HP1b chromo inh: 23%

What do the screens show for `Cc1ccc(C(=O)/C=C/Nc2ccc(S(=O)(=O)Nc3onc(C)c3C)cc2)cc1`?
Pin1 inhibitor: -2%; Pol iota inh: -7%; JMJD2A Tudor: inconclusive; GLS inhibitor: 21%; BLM inh: 4%; PGK inhibitor: 1%; BAZ2B inh: inconclusive; G9a block: inconclusive; HP1b chromo inh: -12%

How did COc1ccccc1C(=O)Nc1ccccc1N1CCOCC1 do in these assays?
Pin1 inhibitor: 0%; Pol iota inh: 17%; JMJD2A Tudor: -11%; GLS inhibitor: 4%; BLM inh: -1%; PGK inhibitor: -5%; BAZ2B inh: 5%; G9a block: 17%; HP1b chromo inh: 17%

Results for O=C(Nc1nc2ccccc2[nH]1)c1cccs1 ?
Pin1 inhibitor: 0%; Pol iota inh: 29%; JMJD2A Tudor: -8%; GLS inhibitor: -2%; BLM inh: -3%; PGK inhibitor: -4%; BAZ2B inh: -35%; G9a block: 22%; HP1b chromo inh: 33%

How did Cc1cccc(CSc2ncc(CO)n2Cc2ccc(F)cc2)c1 do in these assays?
Pin1 inhibitor: 0%; Pol iota inh: inconclusive; JMJD2A Tudor: -24%; GLS inhibitor: -23%; BLM inh: -2%; PGK inhibitor: -5%; BAZ2B inh: inconclusive; G9a block: inconclusive; HP1b chromo inh: 9%[57 µM]

What do the screens show for `Cc1cc(Br)ccc1NC(=O)CSc1c2c(nc3ccccc13)CCC2`?
Pin1 inhibitor: 19%; Pol iota inh: -8%; JMJD2A Tudor: -9%; GLS inhibitor: 8%; BLM inh: -1%; PGK inhibitor: inactive; G9a block: 0%[59 µM]; HP1b chromo inh: 31%

Results for Cc1ccccc1OCC(=O)NCC1CCCO1 (stereo not given) ?
Pin1 inhibitor: 5%; Pol iota inh: 18%; JMJD2A Tudor: 1%; GLS inhibitor: -9%; BLM inh: 1%; PGK inhibitor: 6%; BAZ2B inh: 1%; G9a block: 21%[59 µM]; HP1b chromo inh: 34%

What do the screens show for `O=C(c1ccccc1)c1ccc(-c2ccc(O)cc2)cc1`?
Pin1 inhibitor: -1%; Pol iota inh: -24%; JMJD2A Tudor: -9%; GLS inhibitor: -22%; BLM inh: -14%; PGK inhibitor: 2%; BAZ2B inh: 1%; G9a block: 0%; HP1b chromo inh: 8%

Results for Cc1ccc(Cl)cc1NC(=O)CCn1cccc1 ?
Pin1 inhibitor: 2%; Pol iota inh: -10%; JMJD2A Tudor: -15%; GLS inhibitor: 3%; BLM inh: -4%; PGK inhibitor: -13%; BAZ2B inh: inconclusive; G9a block: -8%[59 µM]; HP1b chromo inh: -8%

Compounds above containing fluorine (two):
How did Cc1onc(-c2c(F)cccc2Cl)c1C(=O)NCc1ccccc1 do in these assays?
Pin1 inhibitor: -2%; Pol iota inh: 19%; JMJD2A Tudor: -9%; GLS inhibitor: -2%; BLM inh: -2%; PGK inhibitor: -6%; BAZ2B inh: -7%; G9a block: 20%; HP1b chromo inh: 19%

How did Cc1cccc(CSc2ncc(CO)n2Cc2ccc(F)cc2)c1 do in these assays?
Pin1 inhibitor: 0%; Pol iota inh: inconclusive; JMJD2A Tudor: -24%; GLS inhibitor: -23%; BLM inh: -2%; PGK inhibitor: -5%; BAZ2B inh: inconclusive; G9a block: inconclusive; HP1b chromo inh: 9%[57 µM]

Not all compounds are listed. The share of hits here may be higher or lower than overall.
